Assay outcomes deposited in PubChem BioAssay by The Scripps Research Institute Molecular Screening Center.
GPR151 ag: activators of human GPR151, primary screen, cell-based, PathHunter beta-arrestin, luminescence; G-protein coupled receptor 151 (Homo sapiens), Q8TDV0; PathHunter beta-arrestin GPR151 cells; activation, % at 11.2 µM; 650,000 compounds, 1% hits; in the data active = activation above about 4.9%;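 note: 0% = median of compound wells and 100% = cells with positive control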
Target sequence (Q8TDV0 whole entry, looked up): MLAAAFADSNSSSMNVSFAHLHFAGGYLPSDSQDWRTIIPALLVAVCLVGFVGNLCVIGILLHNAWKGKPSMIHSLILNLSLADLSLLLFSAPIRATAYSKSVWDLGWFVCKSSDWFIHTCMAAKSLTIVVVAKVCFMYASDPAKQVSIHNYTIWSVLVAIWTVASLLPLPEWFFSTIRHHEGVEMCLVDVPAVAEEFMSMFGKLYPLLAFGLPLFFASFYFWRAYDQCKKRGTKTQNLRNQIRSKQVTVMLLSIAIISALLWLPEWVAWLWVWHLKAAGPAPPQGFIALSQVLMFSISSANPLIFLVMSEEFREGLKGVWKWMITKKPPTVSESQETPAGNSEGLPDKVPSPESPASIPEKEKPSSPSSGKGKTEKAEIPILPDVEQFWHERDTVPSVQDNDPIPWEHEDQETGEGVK
MITF primary: MITF inhibitors, primary screen, biochemical, AlphaScreen, human | Microphthalmia-associated transcription factor (Homo sapiens), O75030 | AlphaScreen MITF homodimerization, bead proximity signal | inhibition, % at 2.6 µM | 650,000 compounds, 0.91% hits | AID 1259374, 2018; in the data active = inhibition above about 50%;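 note: 0% = vehicle wells with protein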
TEAD-YAP inh: TEAD-YAP interaction inhibition, primary screen, TEAD-YAP interaction inhibitor project, luminescence, HEK-TIYL cells; TEAD-Gal4/YAP UAS-luciferase luminescence; inhibition, % at 9.12 µM; 640,000 compounds, 1.4% hits; AID 1259422, 2018; in the data active = inhibition above about 32%;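 note: 0% = median of test compound wells and 100% = reference inhibitor wells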
FBW7 act: FBW7 E3 ligase activators, primary screen, biochemical, AlphaScreen, human; F-box/WD repeat-containing protein 7 (Homo sapiens), Q969H0; AlphaScreen FBW7–phospho-cyclin E peptide binding, activator screen; normalized activity (activation), % at 26.1 µM; 650,000 compounds, 0.13% hits; AID 1259310, 2017; in the data active = normalized activity above about 1.9%;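 note: purified mutant Fbw7 with reduced substrate affinity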
Target sequence (Q969H0 whole entry, looked up): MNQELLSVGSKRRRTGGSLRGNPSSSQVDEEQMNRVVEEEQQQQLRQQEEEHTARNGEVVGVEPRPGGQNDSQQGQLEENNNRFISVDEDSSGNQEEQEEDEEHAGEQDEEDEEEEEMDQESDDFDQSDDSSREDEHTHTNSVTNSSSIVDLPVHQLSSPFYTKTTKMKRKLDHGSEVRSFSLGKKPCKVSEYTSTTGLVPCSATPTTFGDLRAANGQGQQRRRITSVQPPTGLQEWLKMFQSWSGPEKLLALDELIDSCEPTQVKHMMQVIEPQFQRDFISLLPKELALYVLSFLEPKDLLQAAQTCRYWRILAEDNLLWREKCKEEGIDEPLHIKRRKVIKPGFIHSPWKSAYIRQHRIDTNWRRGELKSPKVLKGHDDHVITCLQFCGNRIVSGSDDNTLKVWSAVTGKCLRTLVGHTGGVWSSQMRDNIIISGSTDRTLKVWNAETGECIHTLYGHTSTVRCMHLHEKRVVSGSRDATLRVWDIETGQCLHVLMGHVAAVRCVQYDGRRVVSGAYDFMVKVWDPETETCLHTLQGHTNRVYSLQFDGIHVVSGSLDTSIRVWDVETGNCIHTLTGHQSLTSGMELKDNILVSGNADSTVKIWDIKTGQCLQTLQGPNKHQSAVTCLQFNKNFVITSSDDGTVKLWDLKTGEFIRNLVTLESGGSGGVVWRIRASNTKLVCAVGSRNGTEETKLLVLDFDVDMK
Active calls of the source: *; · = not tested or not shown.

Each structure is followed by: GPR151 ag	MITF primary	TEAD-YAP inh	FBW7 act
- CCCCNC(=O)c1cn(C)c2ccc(S(=O)(=O)N3CC(C)CC(C)C3)cc2c1=O (centres undefined)
    -0.4	20	-2	0.0
- O=C(COC(=O)C12CC3CC(CC(O)(C3)C1)C2)NCCc1ccc(Cl)cc1
    -0.5	4	0	0.0
- O=C(CN1CCN(c2cccc(Cl)c2)CC1)c1ccc(O)cc1O
    1.7	6	14	0.0
- CN1CCN(C(=O)c2ccc(-c3cc(C(=O)NCCCN4CCCC4=O)ccn3)cc2)CC1
    -0.2	-7	0	0.4
- Cc1ccccc1CN1CCN2C(=O)[C@H](CO)NC(=O)[C@H]2C1
    0.4	-2	5	-0.3
- Cc1ccc2cc(/C=C3\NC(=S)NC3=O)c(N3CCOCC3)nc2c1
    -0.8	-9	0	-0.1
- CCOC(=O)N1CCN(C(c2cccs2)c2sc3ncnn3c2O)CC1 (centres undefined)
    1.3	25	6	-0.1
- C=CCn1c(N(C)C)nc2c1c(=O)n(C)c(=O)n2C
    -0.6	-8	11	0.0
- Cc1nc(NCc2ccco2)[nH]c(=O)c1CCC(C)C
    -0.4	28	14	0.6
- O=S(=O)(c1ccc(-n2cccn2)cc1)N1CCCCCC1
    -0.6	-14	2	0.1
- Nc1cc(C(=O)OCC(=O)N2CCOCC2)ccc1Cl
    0.2	-9	-17	-0.2
- CCOC(=O)CSCC(=O)Nc1c(C(=O)C2CC2)oc2ccccc12
    -0.9	-16	7	-0.1
- COCc1nnc(NC(=O)COc2ccc(Cl)c(C)c2)s1
    0.1	-1	3	0.0
- O=C(Cc1cccs1)N1CCc2ccccc21
    -1.0	10	-39	0.0
- CCOC(=O)C(=O)Nc1cccc(F)c1
    2.7	8	-29	-0.1
- O=C(Nc1ccc2oc(-c3ccc(F)cc3Cl)nc2c1)c1ccc(Cl)cc1
    -1.2	-8	-68	-0.1
- O=[N+]([O-])c1cc(Cl)cc(C=Nc2ccc(F)cc2)c1O
    0.5	24	-3	0.1
- COc1ccc(CC2(CCC(=O)NCc3ncccc3C)CCC(=O)N2)c2ccccc12 (centres undefined)
    0.0	9	13	0.0
- COc1cc(OC)cc(-c2nc3cnccn3c2NCc2ccco2)c1
    -0.9	-4	-8	0.1
- Cc1ccc(OCCN2CCN(c3ncnc4sc(C)c(C)c34)CC2)cc1
    -0.2	-2	28	-0.1

Further results follow.
Each structure is followed by: GPR151 ag	MITF primary	TEAD-YAP inh	FBW7 act
- O=C(Nc1ccc2c(c1)OCO2)c1cc(N2CCC(N3CCOCC3)CC2)nc2ccccc12
    -1.1	-9	-18	-0.2
- COc1ccc(C2=Nc3ccccc3C(C3CC3)=NN2)cc1
    1.1	-4	-6	-0.1
- O=C(CN1CCN(S(=O)(=O)c2ccc(Cl)cc2)CC1)c1ccc(F)cc1
    15*	-7	-6	0.0
- COc1cc(OC)c2c(c1)ncc1c(C)nn(-c3ccccc3)c12
    3.5	2	-12	-0.2
- O=C(Nn1cnc2ccccc2c1=O)c1ccc([N+](=O)[O-])cc1Cl
    1.3	-4	-12	0.2
- COc1cc(Br)cc(Br)c1OCC(=O)N/N=C/c1ccc(C)o1
    1.3	0	1	0.0
- CCOc1ccccc1CN1CCNC(=O)C1CC(=O)NCc1cnn(CC)c1 (centres undefined)
    -0.5	-16	4	0.0
- CCOC(=O)C1=C(CSc2nc(C)cc(C)c2C(N)=O)OC(N)=C(C#N)C1c1cccs1 (centres undefined)
    -0.5	-4	0	0.1
- O=C(Cc1cn(-c2ccc(N3CCN(c4ccccn4)CC3)nn2)c2ccccc12)NC1CC1
    0.1	2	-36	0.0
- COc1ccc(CN2CCN(CC3CC=CCC3)CC2)c(OC)c1OC (centres undefined)
    1.1	66*	12	-0.1
- Cc1ccc(NC(=O)Nc2nnc(N3CCCCCC3)s2)c(Cl)c1
    1.0	-5	-2	-0.2
- c1ccc(-c2nccc(NCCCN3CCOCC3)n2)cc1
    -0.4	-3	-4	0.0
- Cc1nnc(SCC(=O)Nc2ccc(-c3nc4ccc(NC(=O)CSc5nnc(C)s5)cc4[nH]3)cc2)s1
    1.1	1	6	0.1
- CCCn1c(=O)[nH]c(=O)c2c1nc(-c1cc([N+](=O)[O-])ccc1Cl)n2CCOC
    -1.2	-9	-19	0.5
- COc1ccc(-c2nnc(NC(=O)c3cccc(C)c3)s2)cc1
    -0.8	12	-5	-0.1
- COc1ccc(C2=NN3C(C2)c2cc(Cl)ccc2OC3c2cc(OC)c(OC)c(OC)c2)cc1 (centres undefined)
    -2.1	9	-56	-0.2
- CC(C)(C)C1CCc2nc(SCC(=O)Nc3nccs3)c(C#N)cc2C1 (centres undefined)
    1.1	-1	2	0.2
- O=C(Nc1ccc(N2CCOCC2)cc1)c1cccc(-n2cc(-c3cnc4ccccc4n3)cn2)c1
    1.4	13	-14	0.3
- CC1(C)Cc2c(sc3[nH]c(=S)[nH]c(=S)c23)CO1
    -0.7	9	-3	0.0
- NC(=O)C(CCNS(=O)(=O)c1ccc(Cl)cc1)Sc1ccccn1 (centres undefined)
    0.5	2	-7	-0.2

Pulled by structure from above:
Each structure is followed by: GPR151 ag	MITF primary	TEAD-YAP inh	FBW7 act
- Cc1ccccc1CN1CCN2C(=O)[C@H](CO)NC(=O)[C@H]2C1
    0.4	-2	5	-0.3
- O=C(Cc1cn(-c2ccc(N3CCN(c4ccccn4)CC3)nn2)c2ccccc12)NC1CC1
    0.1	2	-36	0.0
- Cc1ccc(NC(=O)Nc2nnc(N3CCCCCC3)s2)c(Cl)c1
    1.0	-5	-2	-0.2
- COc1ccc(CC2(CCC(=O)NCc3ncccc3C)CCC(=O)N2)c2ccccc12 (centres undefined)
    0.0	9	13	0.0
- CCOC(=O)C1=C(CSc2nc(C)cc(C)c2C(N)=O)OC(N)=C(C#N)C1c1cccs1 (centres undefined)
    -0.5	-4	0	0.1

(list continues)
Each structure is followed by: GPR151 ag	MITF primary	TEAD-YAP inh	FBW7 act
- COc1cccc(N(C(=O)c2csnn2)C(C(=O)NC(C)(C)C)c2cccs2)c1 (centres undefined)
    -1.5	10	13	0.3
- CCc1ccc(NC(=O)c2oc(=O)c3ccccc3c2-c2ccccc2)cc1
    -0.6	7	-9	0.2
- Cc1cc(C)nc(SCc2cc(=O)c(OC(=O)c3cccc(F)c3)co2)n1
    -2.7	-1	-13	-0.4
- Cc1ccc2nc3c(c(NCCN(C)C)c2c1)CCC3
    -0.7	16	-10	0.3
- COc1cccc(C2(CC(=O)N3CCCCC3C)CC(=O)N(CCN(C)C)C2=O)c1 (centres undefined)
    -0.5	-7	1	0.1
- C=CCNc1nc(-c2ccccc2)c(C(=O)Nc2ccc3c(c2)OCCO3)s1
    -0.3	6	-3	-0.7
- CCCOc1ccc(C2NC(=O)NC(C)=C2C(=O)OCc2ccc(OC)cc2)cc1 (centres undefined)
    -1.1	-2	58*	-0.4
- COc1cc(CC2(CCC(=O)N(C)Cc3nc4ccccc4[nH]3)CCC(=O)N2)ccc1F (centres undefined)
    0.5	0	-7	-0.2
- NC(=O)C1Cc2ccccc2N1C(=O)c1cc(Br)ccc1Cl (centres undefined)
    0.0	-6	-6	-0.1
- Cc1nc2sc(C(=O)N3CCc4ccccc4C3)c(N)c2c(C)c1C
    -0.4	-2	16	0.1
- N[C@@H](Cn1ccc(=O)n(Cc2ccccc2C(=O)O)c1=O)C(=O)O
    -0.7	15	·	0.1
- COc1ccc(/C=N/Nc2nc3ccc(Cl)cc3[nH]2)cc1OC
    -0.7	-3	-16	-0.2
- CCN(CC)CCC#CC(OC)(c1ccccc1)c1ccccc1
    1.2	-18	-9	0.0
- COc1ccc(NC(=O)CN(c2ccc(Cl)c(Cl)c2)S(C)(=O)=O)cc1OC
    1.0	1	1	0.1
- COc1cc(C2NC(=O)NC(C)=C2C(=O)OCCC#N)cc(OC)c1OC (centres undefined)
    0.8	4	7	-0.1
- O=C(Cc1csc(NC(=O)c2ccccc2)n1)NCc1ccc(F)cc1
    1.4	10	1	-0.1
- CCCNC(=O)CN(c1ccc(F)c(Cl)c1)S(C)(=O)=O
    -0.6	3	-2	0.1
- O=C(N/N=C/c1cccc(O)c1)c1ccco1
    -4.4	-3	-35	-0.2
- CCS(=O)(=O)c1ccc2c(c1)N(CCOC)C(=O)C(C)O2 (centres undefined)
    0.3	7	-2	0.9
- Nc1ccc(C(=O)Nc2ccc(N)cc2N)cc1
    3.9	4	9	-0.4

(further entries)
Each structure is followed by: GPR151 ag	MITF primary	TEAD-YAP inh	FBW7 act
- O=C(Nc1cccc2c1OCO2)c1cc2nc(-c3ccc(Br)cc3)cc(C(F)(F)F)n2n1
    1.0	-2	6	0.0
- CCc1ccccc1NC(=O)C(=O)NCCc1ccc(F)cc1
    -0.9	-3	-3	0.1
- COc1ccccc1C(=O)Nc1ccccc1-c1nnn(CC(=O)NCc2ccco2)n1
    5.3*	3	10	0.0
- O=[N+]([O-])c1ccc(NC(=S)N2CCCC2)cc1
    -0.6	-7	-15	-0.1
- N/C(=N\OC(=O)COc1ccc(Cl)cc1)c1ccccn1
    -0.1	19	-40	0.4
- O=C1NC(=Nc2ccc(Cl)c(C(=O)O)c2)S/C1=C/c1ccc(OCc2cccc3ccccc23)c(Br)c1
    0.0	-1	1	-0.1
- NS(=O)(=O)c1ccc(NC(=O)c2cc3cc(Br)cc(Br)c3oc2=O)cc1
    -1.0	-9	4	-0.1
- C=CCNC(=O)CN1CCC(O)(c2cccnc2)CC1
    6.2*	-12	-8	-0.1
- CNC(=O)CN(c1cc(C)ccc1C)S(=O)(=O)c1ccccc1
    -0.8	-7	4	0.0
- CCC(C)(C)NC(=O)CN(C(=O)CCC(=O)Nc1nccs1)c1ccc(F)cc1
    0.4	3	1	0.0
- COC(=O)c1sc(N2C(=O)C(=O)/C(=C(/O)c3ccccc3)C2c2ccc(C)cc2)nc1C (centres undefined)
    1.1	19	-23	0.1
- Clc1cccc(Cl)c1OCCCn1ccnc1
    0.7	52*	-2	-0.3
- CCOC(=O)CCC(=O)Nc1ccccc1NC(=O)c1ccccc1F
    1.8	5	-7	0.2
- O=C1NC(=S)N/C1=C/c1ccccc1
    -0.9	3	3	0.1
- Cn1cccc1CN(C(=O)c1c(F)cccc1F)C1CC1
    1.1	7	-4	-0.3
- CCOC(=O)N=Nc1c(O)n(C)c2ccccc12
    -1.3	20	-12	0.7
- CC1CCN(S(=O)(=O)c2ccc(Cl)c(C(=O)Nc3ccccc3[N+](=O)[O-])c2)CC1
    0.8	51*	5	-0.4
- CCOC(=O)c1c(C)n(C)c2c1cc(OC(=O)c1ccccc1OC)c1ccccc12
    -0.5	1	2	-0.1
- COc1ccc(OC)c(C2NC(=S)NC(C)=C2C(=O)Nc2cc(Cl)ccc2OC)c1 (centres undefined)
    0.1	4	0	0.0
- COc1ccc(O)c(/C=N/N=c2\sc3ccccc3n2C)c1
    0.2	-20	-53	-0.1

More compounds follow:
Each structure is followed by: GPR151 ag	MITF primary	TEAD-YAP inh	FBW7 act
- O=C(Nc1ccccc1-c1nc2ccccc2s1)c1ccc(Cl)cc1
    1.2	5	11	-0.1
- CCOC(=O)C1=C(C)N=c2s/c(=C\c3ccc(-c4ccc(Cl)cc4)o3)c(=O)n2C1c1ccc(OC)cc1OC (centres undefined)
    1.2	-9	-10	0.0
- N#Cc1nc(-c2ccccc2Cl)oc1NCCN1CCOCC1
    -1.4	-15	-10	0.7
- COc1ccc2sc(Nc3nnc(C4COc5ccccc5O4)o3)nc2c1 (centres undefined)
    -0.8	5	-5	0.5
- CCOC(=O)CSc1nc2c(sc(=S)n2-c2ccc(CC)cc2)c(=O)n1-c1ccc(F)cc1
    0.0	-10	1	0.0
- NNC(=O)c1cc2cccc3c2n(c1=O)CC3
    0.7	10	4	0.9
- O=c1cc(COc2cccnc2[N+](=O)[O-])c2c(ccc3ccccc32)o1
    -0.1	4	-8	0.0
- CCOC(=O)C1=C(C)N=c2s/c(=C\c3cc(Br)cc(OC)c3O)c(=O)n2C1c1ccc(OC)c(OC)c1 (centres undefined)
    -1.0	4	7	0.1
- CCOC(=O)CC1C(=O)NCCN1C(=O)c1cc2c(=O)n3ccccc3nc2s1 (centres undefined)
    -0.4	7	-24	0.0
- CNC(=O)CSc1nc2ccc(C)cc2cc1C
    -1.3	-4	-8	-0.1
- CS(=O)(=O)N(CC(=O)N1CCCCCC1)c1ccc(Cl)cc1Cl
    0.3	0	10	0.9
- O=C(Nc1ccccc1)c1ccc(Cl)c(S(=O)(=O)N(CCO)CCO)c1
    -2.7	0	-5	-0.2
- COc1cc(/C=C2/C(=O)NN(c3cccc(C)c3)C2=O)ccc1OC(=O)c1ccco1
    0.2	-13	2	0.1
- COC(=O)c1c(-c2ccccc2)csc1NC(=O)Cc1ccccc1[N+](=O)[O-]
    0.3	2	-29	-0.2
- O=C(Nc1ccc(Br)cc1)C1CCCN1S(=O)(=O)c1ccc(Cl)cc1 (centres undefined)
    -0.8	-35	-6	0.1
- NS(=O)(=O)c1cc2c(c(Br)c1Cl)NCNS2(=O)=O
    3.1	8	-12	0.1
- O=C(O)c1ccc(CNCc2ccc(Br)cc2)cc1
    -3.7	-11	-14	-0.1
- CC(NC(=O)c1cccn1C)C12CC3CC(CC(C3)C1)C2 (centres undefined)
    -0.3	11	3	0.2
- CCC(=O)Nc1ccc(S(=O)(=O)NCCN2CCN(c3ccccc3)CC2)cc1
    -0.3	-4	3	0.0
- CCN(CC)c1ccc(C2Nc3ccccc3C(CC)(CC)O2)cc1 (centres undefined)
    0.6	5	12	0.0
